proCasp3 act: procaspase-3 (human) activation; activation, % at 8.5 µM; recombinant procaspase-3 D3A, Ac-DEVD-pNA absorbance 405 nm; P42574; actives 0.11% (n = 330,000);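 active = activation above the mean of all tested compounds plus 3 SD, cut at about 21% in these data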;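 also: 0% = DMSO alone and 100% = DMSO wells spiked with extra 5 µM PC-3 D3A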
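Assay system – Procaspase-3 D3A mutant · Benchmarks – DMSO low control, extra-enzyme high control · Technique – 405 nm absorbance of p-nitroaniline, reads at 0 and 120 min · Doses – 8.5 µM nominal · Measure – % activation between DMSO and enzyme-spiked controls · Also added – Ac-DEVD-pNA chromogenic peptide substrate · Schedule – 1 h compound preincubation, 2 h substrate hydrolysis at 25 °C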
VLA-4 inh: inhibition in a human VLA-4 binding assay | VLA-4 expressing cells, ligand binding flow cytometry | AID 2557 | actives 0.2% (n = 330,000) | inhibition, % (about 7 µM as worked out from the volumes in the protocol) | P13612; in the data active = inhibition above about 50%
Target sequence (P13612 whole entry, looked up): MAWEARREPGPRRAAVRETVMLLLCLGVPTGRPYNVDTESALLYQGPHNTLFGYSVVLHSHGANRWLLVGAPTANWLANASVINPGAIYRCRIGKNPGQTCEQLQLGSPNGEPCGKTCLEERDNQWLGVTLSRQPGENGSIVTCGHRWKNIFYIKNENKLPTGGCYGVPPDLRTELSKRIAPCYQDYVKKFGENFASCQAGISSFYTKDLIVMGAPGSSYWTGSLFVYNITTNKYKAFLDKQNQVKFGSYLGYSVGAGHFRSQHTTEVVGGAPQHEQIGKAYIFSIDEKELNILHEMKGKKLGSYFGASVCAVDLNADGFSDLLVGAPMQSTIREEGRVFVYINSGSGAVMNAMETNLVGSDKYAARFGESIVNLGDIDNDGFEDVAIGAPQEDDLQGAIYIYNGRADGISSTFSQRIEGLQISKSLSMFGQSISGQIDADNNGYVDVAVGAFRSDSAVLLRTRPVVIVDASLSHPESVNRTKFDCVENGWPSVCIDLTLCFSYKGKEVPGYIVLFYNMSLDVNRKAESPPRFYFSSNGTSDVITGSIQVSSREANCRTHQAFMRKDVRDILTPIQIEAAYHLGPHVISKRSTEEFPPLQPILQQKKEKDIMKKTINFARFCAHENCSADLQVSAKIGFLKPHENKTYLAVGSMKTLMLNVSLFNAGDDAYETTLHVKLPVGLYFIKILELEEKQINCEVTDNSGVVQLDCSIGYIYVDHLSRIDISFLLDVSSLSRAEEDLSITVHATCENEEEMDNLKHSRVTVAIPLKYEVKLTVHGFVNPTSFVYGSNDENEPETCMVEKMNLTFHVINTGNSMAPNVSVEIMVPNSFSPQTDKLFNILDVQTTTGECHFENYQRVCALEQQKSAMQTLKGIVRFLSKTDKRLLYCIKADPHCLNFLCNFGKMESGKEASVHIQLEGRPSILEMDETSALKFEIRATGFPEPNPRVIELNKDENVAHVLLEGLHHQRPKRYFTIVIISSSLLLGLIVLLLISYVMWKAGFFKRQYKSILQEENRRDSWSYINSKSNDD
HCV core dimer: blocks dimerization of HCV core protein; TR-FRET GST/Flag-core106 dimerization, 1536-well; inhibition, % at 5 µM; actives 0.33% (n = 300,000); AID 1899;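 active = inhibition above the mean of all tested compounds plus 3 SD, set per screening campaign, cut at about 45% in these data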
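Assay system – GST-tagged and Flag-tagged HCV core protein residues 1-106 · Quantity – core106 proteins, GST 13.5 nM and Flag 17 nM · Benchmarks – unlabelled core106 and no-GST-core106 wells · Read-out basis – percent inhibition of core106 dimerization signal · Detection – time-resolved FRET, ex 340 nm, em 617 and 671 nm · Schedule – 4 h at 22.5 °C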
procasp7 counter: counter-screen: procaspase-7 (human) activation | recombinant procaspase-7, Ac-DEVD-pNA absorbance 405 nm; D23A/D198A/D206A triple mutant, cannot self-cleave; scale: DMSO 0, 5 µM enzyme 100 | P55210 | actives 0.093% (n = 330,000) | activation, % at 8.5 µM;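 active = percent activation above the screen-wide mean plus 3 SD, cut at about 25% in these data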
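signal = Epi-absorbance of released pNA at 405 nm, two timepoints | assay system = Uncleavable procaspase-7 mutant enzyme | reagent = Ac-DEVD-pNA substrate, 400 µM as added | times = 1 h enzyme–compound preincubation and 2 h substrate reaction, both 25 °C | benchmarks = low DMSO alone, high DMSO plus 5 µM PC-7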
PP1 inh: blocks human PP1-alpha phosphatase, a PP5 counter-screen; purified PP1alpha, OMFP fluorescence; inhibition, % at 6.7 µM; P62136; actives 0.9% (n = 320,000);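 active = inhibition above the mean inhibition of all tested compounds plus 3 SD, computed separately for each screening campaign, cut at about 15% in these data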
Fh CTSL1 inh: blocks F. hepatica cathepsin L1 in PFM18AAP counter-screen; inhibition, % at 5.96 µM; AID 1906; recombinant F. hepatica cathepsin L1, Z-Leu-Arg-MCA fluorescence; actives 0.49% (n = 300,000);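 active = inhibition above the mean of all tested compounds plus 3 SD, set per screening campaign, cut at about 17% in these data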;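 also: 0% = plate median of test compound wells and 100% = 1 µM Z-Phe-Ala-diazomethylketone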
GASC-1 inh: human JMJD2C demethylase inhibition | Q9H3R0 | GST-JMJD2C(1-420) H3K9me3 demethylation, DELFIA europium | inhibition, % at 2.35 µM | actives 0.069% (n = 330,000) | AID 2099;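 active = more than half of a compound's replicate wells show inhibition beyond 50%, single wells judged on their own value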;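 also: signal counts dimethyl H3K9 product captured on neutravidin plate; 0% = median of DMSO wells and 100% = 0.3 times that DMSO median; strong numbers were not always called active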
PP5 primary: blocks human protein phosphatase 5 activity. P53041. purified PP5c, OMFP substrate fluorescence. inhibition, % at 6.7 µM. actives 0.18% (n = 320,000);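 active = inhibition above the campaign's mean inhibition across all tested compounds plus 3 SD, cut at about 9.5% in these data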;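 also: 0% = DMSO only and 100% = 100 µM cantharidin control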
GRK2 inh: human GRK2 inhibition via aptamer displacement | actives 0.59% (n = 330,000) | inhibition of aptamer binding, % at 10 µM | bead flow cytometry, FAM-aptamer displacement from GRK2;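 active = inhibition of aptamer binding above 40%, roughly 3 SD of noise, on plates passing a quality check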;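 also: median bead fluorescence of bound FAM aptamer so fluorescent compounds give negative values; no value below 0 was filed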
Numbers without * were called inactive; / = no result given.

cpd	smiles	proCasp3 act	VLA-4 inh	HCV core dimer	procasp7 counter	PP1 inh	Fh CTSL1 inh	GASC-1 inh	PP5 primary	GRK2 inh
1	CC1(C)CC(=O)C(C=Nc2ccc3[nH]ncc3c2)=C(O)C1	-1	10	-5	-6	1	4	1	2.3	0
2	Cc1ccc2nc(-c3cccnc3SCC(=O)N3c4ccccc4CC3C)[nH]c2c1 (configuration not stated)	5	4	1	5	8	2	17	3.6	1
3	CCc1ncc(/C=C2\C(=O)Nc3ccccc32)[nH]1	-5	-7	-13	-2	-1	-2	2	0.6	1
4	Nc1ncc(Br)cc1N=Cc1ccccc1	2	6	-11	-7	2	-1	-5	4.0	0
5	O=C(c1ccccc1SCc1ccccc1)N1CCCCCC1	-1	19	1	4	2	-1	6	2.7	0
6	COc1ccc(N2CCSC2C(=O)NN)cc1 (configuration not stated)	-9	-4	-2	1	2	1	4	3.0	0
7	O=C(c1ccccc1)N1CCN(C(=O)c2nn3c(C(F)(F)F)cc(-c4ccccc4)nc3c2Br)CC1	8	-12	0	2	-1	0	5	-2.4	3
8	Cc1cc(NC(=O)CN2C(=O)NC(C)(c3ccc(OC(F)F)cc3)C2=O)no1 (configuration not stated)	-3	18	-12	9	1	-3	-7	1.4	0
9	Cc1ccccc1CNC(=O)c1ccccc1NS(C)(=O)=O	-1	-8	0	0	3	3	3	2.5	0
10	CC(C)(C)c1ccc(C2=CC(c3ccccc3F)n3ncnc3N2)cc1 (configuration not stated)	3	-2	0	-5	4	-3	-3	-2.2	1
11	COc1ccc(-c2cc(-c3n[nH]c(=S)n3-c3ccccc3OC)[nH]n2)cc1	-11	-9	4	-17	-3	0	-4	1.9	6
12	COc1cccc2cc(C(=O)NC3CC4CCC3C4)oc12 (configuration not stated)	3	5	4	4	-4	2	-16	4.5	1
13	O=C(Cc1ccccc1[N+](=O)[O-])OCN1C(=O)c2ccccc2C1=O	5	7	12	1	0	-2	-4	-0.4	13
14	O=C(Nc1cccc(C(F)(F)F)c1)c1cnccn1	4	22	2	6	-1	-1	-43	3.3	0
15	NC(=O)NC(CC(=O)N1CCc2ccccc2C1)c1ccc(Cl)cc1 (configuration not stated)	10	-3	16	-5	-3	2	-1	-0.4	0
16	O=C(NCc1ccc2c(c1)OCO2)c1cccc(C(=O)NCc2ccc3c(c2)OCO3)c1	-1	9	0	-8	0	-1	-2	-1.7	0
17	CC(C)(C)NC(=O)C(c1ccc(Cl)cc1)N(Cc1ccco1)C(=O)CCl (configuration not stated)	3	7	2	5	-9	1	11	2.0	0
18	COc1ccccc1Oc1ccnc2cc(Cl)ccc12	3	-1	8	-4	-2	1	6	2.2	2
19	O=C(NCCc1ccccc1)C(=O)c1c(-c2ccccc2)cc2ccccn12	-5	25	2	1	0	1	20	2.0	9
20	C=CCOn1c(C)c(C(C)=O)c2c3nonc3ccc21	3	12	0	-8	-3	0	3	-0.5	0
21	O=C(Oc1ccc2ccccc2c1)c1cncc(Br)c1	7	16	7	11	-3	-1	3	3.6	1
22	COCCOC(=O)C1=C(N)Oc2c(oc(CO)cc2=O)C1c1c(F)cccc1Cl (configuration not stated)	14	11	0	3	-3	-1	-11	-1.0	5
23	CCC1CN(C(=O)N2CCC(C(=O)NCCc3ccc(OC)cc3OC)CC2)c2ccccc2O1 (configuration not stated)	4	3	2	4	2	0	-2	-0.6	0
24	O=C(C1CC1)N1CCN=C1SCc1ccc(F)cc1	-1	-24	2	-8	-3	5	3	1.8	0
25	CCOc1ccc(NC(=S)NC23CN4CN(CN(C4)C2)C3)cc1	-19	18	0	-11	1	-4	7	-1.2	2
26	CC(=O)N1CCN(CC(=O)Nc2cc(F)ccc2C)CC1	1	7	-2	-5	0	5	-1	0.3	0
27	O=C1N(Cc2cccnc2)C[C@@H]2C[C@@H](c3ccc(C(F)(F)F)cc3)N3CCC[C@@]123	-1	2	5	2	-1	1	-8	2.1	0
28	CCOc1ccccc1N1CC(C(=O)N(C)Cc2cccnc2)CC1=O (configuration not stated)	2	1	-5	-8	-2	0	3	1.8	0
29	COc1ccc(-c2nnc(SCC(=O)N3CCN(c4ccccc4)CC3)o2)cc1OC	2	28	0	-1	-4	1	6	2.2	0
30	CCOC(=O)c1c(NC(=O)CSc2nnc(-c3ccccc3C)n2C)sc(C(C)=O)c1C	2	-11	18	-1	3	1	22	2.2	8
31	O=C(O)C(C(=O)O)=C1C2CC3CC(C2)CC1C3	1	7	5	9	-3	1	5	-1.0	0
32	CCN(CC)C1=N/C(=C\c2ccc(OC)cc2)C(=O)N1c1ccccc1	-16	-14	-9	-18	2	4	-80	3.3	0
33	CC(C)NC(=O)CN1CCN(c2ncccn2)CC1	-1	8	-4	4	-3	-2	2	2.8	1
34	COc1cc2ccccc2cc1C(=O)Nc1cccnc1	2	-7	-2	9	-1	1	11	-1.2	0
35	CN(C(=O)COC(=O)c1cccc(Cl)c1)C1CCS(=O)(=O)C1 (configuration not stated)	-2	13	/	-11	-1	/	5	0.0	0
36	COc1cccc(-c2csc(N3CCN(Cc4ccccc4)CC3)n2)c1	-2	8	-1	-19	2	-1	6	6.1	0
37	NC(=O)c1ccsc1NC(=O)c1ccc([N+](=O)[O-])o1	-2	-2	/	-6	/	/	-10	/	2
38	Cc1nc2ccccc2c2oc(C(=O)N3CCCC(C)C3)cc12 (configuration not stated)	4	-11	2	2	0	0	-15	1.9	4
39	COc1ccc(CN2C(=O)/C(=C/c3ccncc3)SC2=S)cc1	-12	7	10	-8	8	8	6	1.5	3
40	Cc1ccc(CN2CC(C(=O)N3CCN(S(=O)(=O)c4ccc(C(C)C)cc4)CC3)CC2=O)cc1 (configuration not stated)	5	3	4	-5	1	-2	4	1.3	1
41	CCc1ccccc1NC(=O)c1ccc(-n2c(C)ccc2C)cc1	2	3	9	-5	-3	-1	-18	2.4	0
42	O=C(COC(=O)CSc1ccc2ccccc2c1)NC1CC1	-8	9	-9	3	-1	-6	1	2.7	5
43	CCCCOc1ccc(-c2ncc(Cl)cn2)cc1	15	-14	-1	1	2	0	-14	2.3	3
44	CCC(=O)Nc1ccc(N2CCCCC2)c(C(=O)Nc2ccc(OC)cc2)c1	5	1	-8	0	3	-2	1	4.7	0
45	Cc1ccc(S(=O)(=O)CCSc2nc(C)cc(C)c2C#N)cc1	3	4	9	2	3	-1	1	1.0	0
46	COC(=O)CSc1nc(C)c(Oc2ccccc2)c(=O)[nH]1	-2	0	4	1	-8	-6	7	0.6	3

Ordered by count of non-hydrogen atoms (low to high): some entries from above
cpd	smiles	proCasp3 act	VLA-4 inh	HCV core dimer	procasp7 counter	PP1 inh	Fh CTSL1 inh	GASC-1 inh	PP5 primary	GRK2 inh
43	CCCCOc1ccc(-c2ncc(Cl)cn2)cc1	15	-14	-1	1	2	0	-14	2.3	3
33	CC(C)NC(=O)CN1CCN(c2ncccn2)CC1	-1	8	-4	4	-3	-2	2	2.8	1
34	COc1cc2ccccc2cc1C(=O)Nc1cccnc1	2	-7	-2	9	-1	1	11	-1.2	0
42	O=C(COC(=O)CSc1ccc2ccccc2c1)NC1CC1	-8	9	-9	3	-1	-6	1	2.7	5
45	Cc1ccc(S(=O)(=O)CCSc2nc(C)cc(C)c2C#N)cc1	3	4	9	2	3	-1	1	1.0	0
41	CCc1ccccc1NC(=O)c1ccc(-n2c(C)ccc2C)cc1	2	3	9	-5	-3	-1	-18	2.4	0
28	CCOc1ccccc1N1CC(C(=O)N(C)Cc2cccnc2)CC1=O (configuration not stated)	2	1	-5	-8	-2	0	3	1.8	0
44	CCC(=O)Nc1ccc(N2CCCCC2)c(C(=O)Nc2ccc(OC)cc2)c1	5	1	-8	0	3	-2	1	4.7	0
27	O=C1N(Cc2cccnc2)C[C@@H]2C[C@@H](c3ccc(C(F)(F)F)cc3)N3CCC[C@@]123	-1	2	5	2	-1	1	-8	2.1	0
29	COc1ccc(-c2nnc(SCC(=O)N3CCN(c4ccccc4)CC3)o2)cc1OC	2	28	0	-1	-4	1	6	2.2	0
30	CCOC(=O)c1c(NC(=O)CSc2nnc(-c3ccccc3C)n2C)sc(C(C)=O)c1C	2	-11	18	-1	3	1	22	2.2	8
40	Cc1ccc(CN2CC(C(=O)N3CCN(S(=O)(=O)c4ccc(C(C)C)cc4)CC3)CC2=O)cc1 (configuration not stated)	5	3	4	-5	1	-2	4	1.3	1

Compound activity: PubChem BioAssay, several laboratories
